TDP1 block – qHTS Assay for Inhibitors of Tyrosyl-DNA Phosphodiesterase (TDP1). Tyrosyl-DNA phosphodiesterase 1 (Homo sapiens), Q9NUW8. recombinant TDP1, AlphaScreen DNA substrate cleavage. Potency, µM (top dose mostly 130 µM), inactives show top-dose activity change, negative = inhibition, most hits filed as inhibitors. actives 0.28% (n = 350,000). AID 485290, 2010; further: nearly all actives have a fitted effect of over 40% in size
Target sequence (Q9NUW8 whole entry, looked up): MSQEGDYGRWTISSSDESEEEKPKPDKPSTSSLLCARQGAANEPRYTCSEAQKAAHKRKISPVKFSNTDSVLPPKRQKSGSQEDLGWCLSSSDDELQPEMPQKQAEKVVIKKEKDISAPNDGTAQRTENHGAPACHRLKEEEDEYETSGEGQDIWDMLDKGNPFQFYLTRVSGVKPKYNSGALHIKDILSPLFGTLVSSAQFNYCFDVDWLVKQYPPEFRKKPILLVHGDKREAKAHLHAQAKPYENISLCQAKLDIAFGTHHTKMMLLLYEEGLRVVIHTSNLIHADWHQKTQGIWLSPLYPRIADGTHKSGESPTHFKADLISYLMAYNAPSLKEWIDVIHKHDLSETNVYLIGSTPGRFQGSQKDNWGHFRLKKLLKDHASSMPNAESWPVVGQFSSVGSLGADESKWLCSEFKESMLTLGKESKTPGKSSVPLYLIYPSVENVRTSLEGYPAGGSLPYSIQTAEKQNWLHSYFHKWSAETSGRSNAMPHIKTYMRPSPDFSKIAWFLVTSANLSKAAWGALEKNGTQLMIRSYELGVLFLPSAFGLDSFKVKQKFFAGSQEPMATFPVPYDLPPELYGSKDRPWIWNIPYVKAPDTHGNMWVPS
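Compounds were preincubated with Tdp1 (1 nM final) for 15 min at room temperature before substrate (15 nM final) started a 5 min reaction; beads (10 ug/ml final) were then added for 10 min before AlphaScreen detection.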
FEN1 inh – qHTS Assay for the Inhibitors of Human Flap endonuclease 1 (FEN1); actives 0.35% (n = 390,000); Potency, µM (highest dose often 114 µM), for inactives: top-dose activity change, negative = inhibition, hits mostly inhibitors; Recombinant FEN1 flap cleavage, fluorescence, 15 min; AID 588795, 2011; further: nearly all actives have a fitted effect of over 65% in size
Target sequence (P39748 whole entry, looked up): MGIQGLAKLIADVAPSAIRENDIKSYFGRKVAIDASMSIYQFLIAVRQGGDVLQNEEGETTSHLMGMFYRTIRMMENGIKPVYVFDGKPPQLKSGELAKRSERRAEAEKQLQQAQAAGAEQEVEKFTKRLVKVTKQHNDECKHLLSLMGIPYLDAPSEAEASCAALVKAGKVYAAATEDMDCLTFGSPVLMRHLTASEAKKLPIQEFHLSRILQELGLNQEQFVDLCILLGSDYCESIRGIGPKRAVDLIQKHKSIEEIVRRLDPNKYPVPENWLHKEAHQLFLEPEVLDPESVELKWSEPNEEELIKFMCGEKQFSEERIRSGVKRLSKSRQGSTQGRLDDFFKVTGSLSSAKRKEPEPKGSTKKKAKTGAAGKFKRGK
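Read-out was taken twice, immediately and after 15 min, following addition of 50 nM substrate to 10 nM FEN1 that had sat with test compound for 15 min at room temperature. Curves came from a four-parameter Hill model.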
N370S GC mod – qHTS Assay for Inhibitors and Activators of N370S glucocerebrosidase as a Potential Chaperone Treatment of Gaucher Disease. N370S GC spleen homogenate, 4MU-glucoside fluorescence. Lysosomal acid glucosylceramidase (Homo sapiens), P04062. AID 2101, 2009. Potency, µM (titrated, usually from 59.4 µM), without a hit: at the highest dose activity change, negative = inhibition, most hits filed as inhibitors. actives 0.092% (n = 330,000);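 further: 0% = full enzyme activity and -100% = no enzyme basal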
* hit, by the source's call; & = joins results of further samples; [ ] = dose if it differs, or a comment. The call rests on the fitted dose curve; in most records, active means well fitted curve in the direction sought with a large enough effect; inconclusive means small, poorly fitted or top-dose-only effect, or another doubt; inactive means no such curve, though single readings can be large; an effect the other way counts as inactive or inconclusive. Unless noted, on the % scale 0 is the no-effect control and ±100 the full control effect; potency means the concentration at half of the fitted maximal effect.

The opening 2 records, ahead of the listing:
`Cc1nc(CN2CCN(C(=O)c3ccc(C(C)(C)C)cc3)CC2)cs1` gave TDP1 block 1%, FEN1 inh 16% and N370S GC mod 5%.
Clc1ccc(-c2nc3ccccn3c2CN2CCSCC2)cc1 was read as TDP1 block 5%, FEN1 inh -3% and N370S GC mod -13%.

All compounds of this part, previewed entries included:
`Cc1nc(CN2CCN(C(=O)c3ccc(C(C)(C)C)cc3)CC2)cs1` gave TDP1 block 1%, FEN1 inh 16% and N370S GC mod 5%.
Clc1ccc(-c2nc3ccccn3c2CN2CCSCC2)cc1 was read as TDP1 block 5%, FEN1 inh -3% and N370S GC mod -13%.
Screening CCc1cccc(C)c1NC(=O)CO/N=C(\N)CC(=O)NC1CCCCC1 returned TDP1 block 1%, FEN1 inh -4% and N370S GC mod -3%.
`CN1C(=O)C(CC(N)=O)N(NC(=O)c2ccc(Cl)cc2)C1=S` (stereo not drawn) gave TDP1 block 1%, FEN1 inh -2% and N370S GC mod -23%.
For COc1cc(/C=C/C(=O)OCC(=O)Nc2cc(S(=O)(=O)N3CCCCC3)ccc2C)ccc1O the results were TDP1 block 3%, FEN1 inh -10% and N370S GC mod -17%.
`CC(=O)Nc1ccc(C(=O)OCC(=O)Nc2ccc(N3CCOCC3)cc2)cc1` gave TDP1 block 5%, FEN1 inh -3% and N370S GC mod 11%.
Fc1ccccc1Cc1noc(CN(Cc2ccccn2)CC2CCCO2)n1 (stereo not drawn) was read as TDP1 block 5%, FEN1 inh 1% and N370S GC mod 0%.
Screening CC(Oc1cc2oc(=O)c3c(c2cc1Cl)CCC3)C(=O)N1C[C@H]2C[C@@H](C1)c1cccc(=O)n1C2 (stereo partly drawn) returned FEN1 inh 0% and N370S GC mod inconclusive.
For COC(=O)c1ccc(Cn2nnc3ccccc32)cc1 the results were TDP1 block 2%, FEN1 inh 16% and N370S GC mod -5%.
COc1ccc(NC(=O)C2CCCO2)c(OC)c1 (stereo not drawn) was read as FEN1 inh -3% and N370S GC mod -2%.
`O=C(COc1ccc(NC(=O)c2cccs2)cc1)c1ccc(F)cc1` gave TDP1 block -7%, FEN1 inh -3% and N370S GC mod -11%.
`Cc1ccc(-c2noc(Cn3nc(C(=O)O)c4ccccc4c3=O)n2)cc1` gave FEN1 inh -4% and N370S GC mod -12%.
For O=C(c1cc2ccccc2o1)N1CCN(CCOc2ccccc2)CC1 the results were TDP1 block 11%, FEN1 inh -4% and N370S GC mod -8%.
`COC(=O)c1ccc(S(=O)(=O)NCc2ccc(S(N)(=O)=O)cc2)o1` gave TDP1 block -14%, FEN1 inh -6% and N370S GC mod -2%.
`COCc1cc(C)nc(SCC[N+](C)(C)CC(=O)Nc2cccc(C(F)(F)F)c2)c1C#N` gave TDP1 block 9%, FEN1 inh -5% and N370S GC mod inconclusive.
For O=C(OCn1ncc(Br)c(Br)c1=O)c1c(F)cccc1F the results were TDP1 block -14% and N370S GC mod 13%.
Screening CCOC(=O)C1(CCOC)CCN(C(=O)Cc2ccsc2)CC1 returned FEN1 inh -4% and N370S GC mod 2%.
For CCN(CC)S(=O)(=O)c1cc(C(=O)c2nccn2C)ccc1Cl the results were TDP1 block 0%, FEN1 inh -4% and N370S GC mod -1%.
For CCC(C)Nc1nc2c(c(=O)n(C)c(=O)n2C)n1Cc1cccc(C)c1 (stereo not drawn) the results were TDP1 block -1%[56.1 µM], FEN1 inh 1% and N370S GC mod 6%.
Screening COc1cccc(CNCc2cccn2-c2nnc(N3CCN(c4ccccc4)CC3)s2)c1 returned TDP1 block 8% and FEN1 inh -16%.
Nc1ccc2c(c1)Nc1ccccc1CC2 was read as TDP1 block 5%, FEN1 inh -7% and N370S GC mod -6%.
Cc1cccc(OCC(=O)Nc2ccc(N3CCN(C(=O)c4ccccc4)CC3)cc2)c1 was read as TDP1 block -2%, FEN1 inh -17% and N370S GC mod 6%.
CC1=C(C(=O)Nc2ccc(Cl)cc2)C(C(C)C)n2nc(SCc3ccc(Cl)cc3)nc2N1 (stereo not drawn) was read as TDP1 block 5% and FEN1 inh -3%.
Cc1cccnc1CCNC(=O)c1ccc(OC2CCN(Cc3ccccn3)CC2)cc1 was read as TDP1 block 5%, FEN1 inh 0% and N370S GC mod -2%.
`CCOC(=O)C1C(=O)NC(c2ccccc2)=NC1c1ccc(Br)cc1` (stereo not drawn) gave TDP1 block 3%, FEN1 inh 13% and N370S GC mod 5%.
For Cc1ccccc1C1=NC(C(F)(F)F)(C(F)(F)F)c2c(n(-c3ccc(F)cc3)c(=O)[nH]c2=O)N1 the results were TDP1 block 4%, FEN1 inh 2% and N370S GC mod -1%.
For COc1ccc(-c2csc(NC(=O)CC(NC(C)=O)c3ccccc3)n2)cc1OC (stereo not drawn) the results were TDP1 block 79µM*, FEN1 inh -18% and N370S GC mod 3%.
For CO/N=C\CC(=O)Nc1ccc(F)cc1 the results were TDP1 block -6%, FEN1 inh -10% and N370S GC mod 20%.
For CCCCN(C(=O)c1ccc2ccccc2c1)c1c(N)n(CCCC)c(=O)[nH]c1=O the results were TDP1 block -19% and FEN1 inh 19%.
Cc1cccc(OCC(=O)N/N=C\c2cn(C)c3ccccc23)c1 was read as TDP1 block 6%, FEN1 inh 2% and N370S GC mod -15%.
`CC(C)Cc1nnc(NC(=O)CCS(=O)(=O)c2ccc(Cl)cc2)s1` gave TDP1 block 5%, FEN1 inh -3% and N370S GC mod 0%.
For CCN(CC)CC(=O)Nc1c2c(nc3ccccc13)N(C)CC2 the results were FEN1 inh 10% and N370S GC mod inconclusive.
`CCN(C(=O)CN1C(=O)NC(c2ccccc2)(c2ccc(C)c(C)c2)C1=O)C1CCCCC1` (stereo not drawn) gave TDP1 block 1% and FEN1 inh -16%.
Screening COc1cc(N(C)C)cc(CN(C)CCc2ccc([N+](=O)[O-])cc2)c1O returned TDP1 block 2.2µM* and N370S GC mod -9%.
O=C(c1ccco1)N1CCN(C(=O)C2CC(c3ccc(F)cc3)=NO2)CC1 (stereo not drawn) was read as TDP1 block 3%, FEN1 inh 12% and N370S GC mod 1%.
For O=C(CSc1nncn1-c1ccccc1)NC1CCCCC1 the results were TDP1 block -3%, FEN1 inh 3% and N370S GC mod -8%.
For O=C(CCNc1cccc(C(F)(F)F)c1)c1ccco1 the results were TDP1 block 5%, FEN1 inh 9% and N370S GC mod -1%.
For CSc1ccc(CC(=O)N2CCC(n3nccc3NC(=O)C3CC3)CC2)cc1 the results were TDP1 block 3%[56.1 µM], FEN1 inh -2% and N370S GC mod -8%.
CN1C(=O)N(CC(=O)N2CCN(S(=O)(=O)Cc3ccccc3)CC2)C(=O)C12CCCCC2 was read as TDP1 block -3%, FEN1 inh -8% and N370S GC mod -7%.
Screening COc1ccc2oc(C(=O)OCC(=O)N3CCN(c4ccccc4)CC3)c(C)c2c1 returned TDP1 block 0%, FEN1 inh -7% and N370S GC mod -9%.
CCOC(=O)c1c[nH]c(=O)c(Br)c1O was read as TDP1 block -8%, FEN1 inh -2% and N370S GC mod -1%.
CC1CCCCN1C(=O)CSc1nnc(-c2ccco2)n1C (stereo not drawn) was read as FEN1 inh 9% and N370S GC mod -1%.
O=C(CN1C(=O)NC2(CCCC2)C1=O)NCc1ccccc1 was read as TDP1 block -3% and FEN1 inh 7%.
`CCOc1ccccc1C(=O)NC(C(=O)N(C)Cc1ccc2c(c1)OCO2)C(C)C` (stereo not drawn) gave TDP1 block 0%[56.1 µM] and FEN1 inh -15%.
`CCCNC(=O)CN1C(=O)CSc2ccc(S(=O)(=O)N3CCC(C)CC3)cc21` gave TDP1 block 0% and FEN1 inh 0%.
`COc1nc(NC(C)=O)nc(C)c1Br` gave TDP1 block 2% and N370S GC mod 3%.
`O=C(NCCc1ccc(C(F)(F)F)cc1)C1CC(=O)N(Cc2ccccc2)C1` (stereo not drawn) gave TDP1 block 0% and FEN1 inh 5%.
Screening CCOC(=O)c1cnc2nc(SC)nn2c1N returned TDP1 block 1%, FEN1 inh -6% and N370S GC mod -5%.
`CCCOc1ccc(NC(=O)C(=O)NCCCn2ccnc2)cc1` gave TDP1 block -1%, FEN1 inh -12% and N370S GC mod -6%.
Screening Cc1ccc(NC(=O)Cn2c(O)c(N=NC(N)=O)c3ccccc32)cc1 returned TDP1 block 1%, FEN1 inh -20% and N370S GC mod 6%.
`COC(=O)c1ccc(Cn2cc(C(F)(F)F)ccc2=O)cc1` gave TDP1 block 1%, FEN1 inh 4% and N370S GC mod -1%.
Screening COc1ccccc1OCCn1c(NC(=O)c2ccc(Cl)cc2)nc2ccccc21 returned TDP1 block 5% and FEN1 inh -9%.
`CCCCOc1ccc(N2C(N)=NC(N)=NC23CCCCC3)cc1` gave FEN1 inh -3% and N370S GC mod -17%.
Screening CCOC(=O)c1c(NC(=O)CSc2nc3ccccc3c(=O)n2-c2ccccc2)sc(C(C)=O)c1C returned TDP1 block 10%, FEN1 inh -12% and N370S GC mod 17%.
CC(=O)Nc1coc2ccc(Br)cc12 was read as TDP1 block -2%, FEN1 inh -2% and N370S GC mod 1%.
O=C(c1ccc(Cl)cc1)N1CCCC(c2ccccc2)=N1 was read as TDP1 block -1%, FEN1 inh -7% and N370S GC mod 5%[12.8 µM].
`Cc1cc(C)n(-c2nc3ccccc3c(=O)n2OCc2ccc(Cl)cc2)n1` gave TDP1 block 2%, FEN1 inh 13% and N370S GC mod 9%.
CCCC1=Nc2cc(C(=O)NCCN3CCOCC3)ccc2Sc2ccccc21 was read as TDP1 block 4%, FEN1 inh -8% and N370S GC mod inconclusive.
For CCOc1ccc(S(=O)(=O)N2CCNC(=O)C2)cc1 the results were TDP1 block 1% and FEN1 inh 15%.
COC(=O)[C@@]12CCCCN1[C@H](c1ccc(-c3ccccc3)cc1)[C@@H]1C(=O)N(C)C(=O)[C@@H]12 was read as TDP1 block 0%, FEN1 inh 13% and N370S GC mod -8%.

6 compounds from above, sorted by formula weight, descending.
For Cc1ccccc1C1=NC(C(F)(F)F)(C(F)(F)F)c2c(n(-c3ccc(F)cc3)c(=O)[nH]c2=O)N1 the results were TDP1 block 4%, FEN1 inh 2% and N370S GC mod -1%.
Cc1cccc(OCC(=O)Nc2ccc(N3CCN(C(=O)c4ccccc4)CC3)cc2)c1 was read as TDP1 block -2%, FEN1 inh -17% and N370S GC mod 6%.
COC(=O)[C@@]12CCCCN1[C@H](c1ccc(-c3ccccc3)cc1)[C@@H]1C(=O)N(C)C(=O)[C@@H]12 was read as TDP1 block 0%, FEN1 inh 13% and N370S GC mod -8%.
`CCOC(=O)C1C(=O)NC(c2ccccc2)=NC1c1ccc(Br)cc1` (stereo not drawn) gave TDP1 block 3%, FEN1 inh 13% and N370S GC mod 5%.
For O=C(CSc1nncn1-c1ccccc1)NC1CCCCC1 the results were TDP1 block -3%, FEN1 inh 3% and N370S GC mod -8%.
O=C(c1ccc(Cl)cc1)N1CCCC(c2ccccc2)=N1 was read as TDP1 block -1%, FEN1 inh -7% and N370S GC mod 5%[12.8 µM].

Next structures follow:
For CN(C)c1ccc(CNCCC2CCOC(C)(C)C2)cc1 (stereo not drawn) the results were TDP1 block 3% and N370S GC mod 3%.
O=C(CCSCc1cccc(F)c1)NCCc1ccccc1 was read as TDP1 block 8%, FEN1 inh -14%&4% and N370S GC mod 0%.
O=C(COC(=O)C12CC3CC(CC(Br)(C3)C1)C2)N1CCOCC1 was read as TDP1 block -8%, FEN1 inh 6% and N370S GC mod -11%.
Screening Cn1c(CCNS(=O)(=O)c2ccccc2)nc2cc([N+](=O)[O-])ccc21 returned TDP1 block -1%, FEN1 inh -15% and N370S GC mod -1%.
CCCC(C)C(=O)Nc1nnc(CCc2ccccc2)s1 (stereo not drawn) was read as FEN1 inh -1% and N370S GC mod -1%.
`COc1ccc(C(=O)NCC(=O)OCC(=O)c2ccc3c(c2)OCCO3)cc1` gave TDP1 block 4%, FEN1 inh -1% and N370S GC mod 1%.
For Cc1c(-n2c(-c3ccccc3Cl)n[nH]c2=S)c(=O)n(-c2ccccc2)n1C the results were FEN1 inh 6% and N370S GC mod 7%.
`COc1ccc(C(=O)OCC(=O)Nc2ccc(F)cc2F)cc1OC` gave TDP1 block 6%, FEN1 inh -2% and N370S GC mod 12%.
`COc1ccc(OC)c(Nc2ncnc3ccccc23)c1` gave TDP1 block 9%, FEN1 inh -8% and N370S GC mod 6%.
CC(=O)c1cccc(N(C(=O)CS(=O)CC(=O)Nc2ccc(F)cc2)C(C(=O)NC2CCCCC2)c2ccc(C)o2)c1 (stereo not drawn) was read as TDP1 block 5%, FEN1 inh -3% and N370S GC mod -2%.
Screening O=C(Nc1cccc2ccccc12)c1ccc([N+](=O)[O-])s1 returned TDP1 block 5%, FEN1 inh -11% and N370S GC mod -1%.
For O=C(COC(=O)CCC(=O)c1ccc(F)cc1)Nc1ccc(N2CCOCC2)cc1 the results were TDP1 block -1%, FEN1 inh 4% and N370S GC mod 5%.
COc1ccc(CCNC(=O)Cn2cnc3ccccc3c2=O)cc1OC was read as TDP1 block 5%, FEN1 inh 5% and N370S GC mod 3%.

From PubChem BioAssay
